# Screening results from PubChem.
# RXFP1 antag: RXFP1 (human) relaxin receptor antagonism. HEK293-RXFP1, relaxin-stimulated cAMP HTRF, 30 min; hits give low values. activity change, negative = inhibition, % at 57.5 µM. hit rate 0.59% among 350,000. AID 1259400;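 active = activity change of -60% or lower, but not beyond a set lower limit; inconclusive = change between -60% and -40%, or beyond the set limit; inactive = change above -40%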
# Target sequence (Q9HBX9 whole entry, looked up): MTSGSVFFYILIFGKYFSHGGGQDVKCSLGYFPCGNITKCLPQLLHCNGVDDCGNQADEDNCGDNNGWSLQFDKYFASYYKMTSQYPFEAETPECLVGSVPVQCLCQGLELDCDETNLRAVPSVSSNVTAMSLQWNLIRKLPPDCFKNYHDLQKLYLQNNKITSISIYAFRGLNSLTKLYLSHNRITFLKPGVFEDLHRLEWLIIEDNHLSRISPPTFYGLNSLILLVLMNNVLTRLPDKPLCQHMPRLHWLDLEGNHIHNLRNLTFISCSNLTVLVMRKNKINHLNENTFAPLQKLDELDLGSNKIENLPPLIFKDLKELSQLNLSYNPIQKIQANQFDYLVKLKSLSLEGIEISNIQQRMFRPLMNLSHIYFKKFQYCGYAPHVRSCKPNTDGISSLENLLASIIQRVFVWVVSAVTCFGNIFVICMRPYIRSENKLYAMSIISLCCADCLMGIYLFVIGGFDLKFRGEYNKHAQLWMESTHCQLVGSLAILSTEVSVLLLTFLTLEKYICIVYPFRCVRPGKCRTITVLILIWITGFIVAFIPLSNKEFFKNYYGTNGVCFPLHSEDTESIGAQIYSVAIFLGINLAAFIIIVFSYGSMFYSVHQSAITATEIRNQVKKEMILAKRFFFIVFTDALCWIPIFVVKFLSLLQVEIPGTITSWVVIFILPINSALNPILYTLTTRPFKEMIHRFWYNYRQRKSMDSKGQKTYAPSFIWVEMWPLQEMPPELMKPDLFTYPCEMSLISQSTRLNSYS
# Numbers without * were called inactive; ? = inconclusive. % is scaled to controls: 0 for no effect and ±100 for the full control effect. Not all compounds are listed (hit frequency here may not be typical).
entry	RXFP1 antag	SMILES
1	10	COc1ccccc1NC(=O)Cc1nc(=O)[nH]c(=O)[nH]1
2	3	O=C(c1cccs1)N1C[C@@H](n2cc(C3CC3)nn2)[C@H](O)C[C@@H]1c1ccc(Cl)cc1
3	-107*	O=C(C#Cc1ccccc1)c1ccccc1
4	-2	Cc1nn(C)c(=S)[nH]c1=S
5	-6	O=C(COC(=O)CCc1ccccc1)NNC(=O)c1ccccc1
6	3	NC(=O)c1ccsc1NC(=O)COC(=O)Cc1ccccc1[N+](=O)[O-]
7	2	CCc1noc(C)c1C(=O)NCCN1C(=O)S/C(=C\c2ccccc2F)C1=O
8	17	NC1=C(Cl)C(=O)c2ccccc2C1=O
9	5	C[C@H](CO)N1C[C@H](C)[C@@H](CN(C)S(=O)(=O)c2ccccc2F)Oc2ncc(C#Cc3cccnc3)cc2C1=O
10	-11	CC(=O)Nc1ccc(NC(=O)c2ccc(Cl)c(S(=O)(=O)N3CCc4ccccc43)c2)cc1
11	-7	CCn1cc(C(=O)NC2CCCC2)c(=O)c2cc(S(=O)(=O)N3CCOCC3)ccc21
12	4	NNC(=O)CN1C(=O)C2(OCCO2)c2ccccc21
13	-11	Cc1sc2ncnc(NS(=O)(=O)c3ccc(Cl)cc3)c2c1C
14	6	CCOC(=O)C1=C(CN2CCc3ccccc32)NC(=O)NC1c1cc(C)ccc1C (stereo not drawn)
15	1	CC(=O)C1CCC2C3CC(C)C4=CC(=O)CCC4(C)C3C(=O)CC12C (stereo not drawn)
16	-10	O=C(CN1C(=O)c2ccccc2C1=O)NC(Cc1ccccc1)C(=O)O (stereo not drawn)
17	-20	COc1cccc(CN2CCN(C(=O)c3cc(-c4ccncc4)nc4ccc(C)cc34)CC2)c1
18	6	CN(NS(=O)(=O)c1ccc([N+](=O)[O-])cc1)c1ccccc1
19	19	O=C(CN1C(=O)NC2(CCCCCC2)C1=O)Nc1ccc(Cl)c([N+](=O)[O-])c1
20	0	CC#Cc1cc2c(cc1O)CCC1C2CCC2(C)C(O)CCC12 (stereo not drawn)
21	16	COC(=O)[C@H](Cc1ccccc1)NC(=O)[C@@H](N)CC(=O)O
22	-1	c1cc2[nH]c3ccncc3c2cn1
23	-9	CCCCCCN1C[C@@H](n2cc(-c3ccc(F)cc3)nn2)[C@H](O)C[C@@H]1c1ccccc1
24	20	O=C(O)c1cccc(N2C(=O)C=CC2=O)c1

# Ordered by the number under RXFP1 antag (rising): 5 from the list above.
entry	RXFP1 antag	SMILES
17	-20	COc1cccc(CN2CCN(C(=O)c3cc(-c4ccncc4)nc4ccc(C)cc34)CC2)c1
23	-9	CCCCCCN1C[C@@H](n2cc(-c3ccc(F)cc3)nn2)[C@H](O)C[C@@H]1c1ccccc1
20	0	CC#Cc1cc2c(cc1O)CCC1C2CCC2(C)C(O)CCC12 (stereo not drawn)
18	6	CN(NS(=O)(=O)c1ccc([N+](=O)[O-])cc1)c1ccccc1
21	16	COC(=O)[C@H](Cc1ccccc1)NC(=O)[C@@H](N)CC(=O)O

# Later entries.
entry	RXFP1 antag	SMILES
25	3	CC(=NNC(N)=O)C1CC2CCC1CC2 (stereo not drawn)
26	0	CCc1cccc(CC)c1N1C(=O)CSCC1=O
27	2	COC(=O)c1ccc(OCC(=O)NCCC2=CCCCC2)c(OC)c1
28	4	O=C(COC(=O)c1cc(=O)c2ccccc2o1)NCc1ccc(Cl)cc1
29	-22	Nc1nc(Cl)c(N)c(NCC2(CO)CC(CCc3ccccc3)C2)n1 (stereo not drawn)
30	14	Cc1cc(=O)oc2c(CN3CCOCC3)c(O)ccc12
31	-11	COc1cc(NC(=O)COc2ccc(-n3cnnn3)cc2)cc(OC)c1OC
32	1	CC(=O)[C@@]1(O)CCC2C3CC[C@H]4C[C@@H](O)CC[C@]4(C)C3CC[C@@]21C (stereo partly drawn)
33	2	CC1(C)CC2(C)CC(=O)C1C(C(=O)O)C2C(=O)O (stereo not drawn)
34	-7	ON=C1CCCC2CCCCC12 (stereo not drawn)
35	0	O=C(CCN1CCN(Cc2ccccc2)CC1)NNC(=O)c1ccc(Cl)c(Cl)c1
36	-11	C[C@@H]1CN([C@@H](C)CO)C(=O)CCCn2nncc2CO[C@H]1CN(C)Cc1ccc(C(F)(F)F)cc1
37	-2	Cc1cc(NC(=O)COc2ccc3c(C)c(C)c(=O)oc3c2)no1
38	-22	CCOC(=O)C1=C(C)NC(SCC(N)=O)=C(C#N)C1c1ccccc1 (stereo not drawn)
39	-21	COc1ccc(-c2ccc(CN3C(C(C)C)C(=O)N(Cc4cn(Cc5ccco5)nn4)CCS3(=O)=O)cc2)cc1 (stereo not drawn)
40	-2	COc1cccc(CNC(=O)CCNC(=O)N2CC(=O)Nc3ccccc32)c1
41	0	C[C@H](CO)N1C[C@H](C)[C@H](CN(C)C(=O)Nc2ccccc2F)OCc2cnnn2CCCC1=O
42	-6	O=C(CCSCCC(=O)NN=Cc1ccc(F)cc1)NN=Cc1ccc(F)cc1
43	11	COc1ccc(C(=O)N2CCOC2CNC(=O)C(=O)NCc2ccccn2)cc1 (stereo not drawn)
44	8	CCOC(=O)Cn1nc2oc(=O)c(CCN3CCN(c4ccccc4OC)CC3)c(C)c2c1C
45	9	Cc1cccc(NC(=O)c2cccc(S(=O)(=O)N(C)C3CCCCC3)c2)n1
46	-8	Cc1onc(-c2ccccc2)c1C(=O)N(C)CC(=O)Nc1ccc(F)c(F)c1F
47	-16	CC(C)N(Cc1nccn1C)C(=O)c1cc(COc2ccc(-n3cncn3)cc2)on1
48	1	CCOC(=O)c1c(C)[nH]c(C(C)=NNC(=O)c2cccs2)c1C
49	-9	NNC(=O)C1C(O)CCC2CN3CCc4c([nH]c5ccccc45)C3CC21 (stereo not drawn)
50	-17	CCN(C(=O)COc1ccc(N(C)S(=O)(=O)c2ccc(NC(C)=O)cc2)cc1)C1CCCCC1
51	-3	O=[n+]1c2c(n([O-])c3cc(F)c(N4CCCC4)cc31)CCC2
52	6	COc1ccc(C(=O)NCCNc2nc3c(C)cccc3cc2C#N)cc1
53	-1	O=C(Nc1ccc(Cl)c(S(=O)(=O)N2CCOCC2)c1)c1ccncc1
54	-4	COc1cc2c3c(n(C)c(=O)c2cc1OC)-c1cc2c(cc1C3=O)OCO2
55	3	O=C(CCC(=O)Nc1ccccc1Cl)NNC(=O)C1CCCCC1
56	5	O=C(CC(=O)N1CCOCC1)N1CCOCC1

# Printed as active in RXFP1 antag (from the list above):
entry	RXFP1 antag	SMILES
3	-107*	O=C(C#Cc1ccccc1)c1ccccc1

# Screen by screen, as entered above.
# Entries 50–55 in RXFP1 antag, in turn: -17, -3, 6, -1, -4, 3

# Carrying on.
entry	RXFP1 antag	SMILES
57	5	CCOc1ccc(CCNC(=O)COC(=O)c2n[nH]c3ccccc23)cc1OCC
58	7	C[C@@H]1CN([C@H](C)CO)C(=O)CCCn2cc(nn2)CO[C@H]1CN(C)C(=O)Nc1ccccc1F
59	7	COc1cccc(CC(=O)Nc2ccc(N3CCOCC3)c(S(=O)(=O)Nc3ccccc3OC)c2)c1
60	8	CCCCCCn1c(=O)n2n(c1=O)C[C@]1(OC(=O)NCc3ccco3)CN(S(=O)(=O)c3ccc(C)cc3)C[C@]1(O)C2
61	-8	CCNC(=O)NC1(C(=O)Nc2ccc3c(c2)CCC3)CCCCC1
62	-23	CC(C)(Oc1ccc(Cl)cc1)C(=O)OCCCOC(=O)C(C)(C)Oc1ccc(Cl)cc1
63	19	CC(=O)N1CCN(C(=O)COC(=O)c2ccc(S(C)(=O)=O)cc2)CC1
64	0	CN(C)S(=O)(=O)n1cc(/C=C(\NC(=O)c2ccccc2F)C(=O)N2CCCCC2)c2ccccc21
65	-1	O=C(COC(=O)c1ccc(Cl)nc1)Nc1ccc2c(c1)CCC2
66	-11	CCCCOC(=O)c1ccc(NC(=O)COC(=O)CN2C(=O)NC3(CCCC3)C2=O)cc1
67	-7	CC1CC(C)CN(C(=O)c2cccc(S(=O)(=O)NCc3ccccc3)c2)C1 (stereo not drawn)
68	1	CC(C)=CC(=O)N1CCC(Oc2cccc(C(=O)NCc3ccccn3)c2)CC1
69	3	O=C(CCCOc1ccccc1)NNC(=O)c1ccc(Cl)cc1
70	6	COc1ccc(C(=Cc2ccccc2[N+](=O)[O-])C(=O)O)cc1
71	3	O=C(O)c1cccc(NC(=O)c2ccccc2NC(=O)c2cccs2)c1
72	-9	CCSc1nnc(NC(=O)CCNC(=O)c2ccccc2Cl)s1
73	-14	COc1cccc(/C=N/NC(=O)c2cccc3ccccc23)c1OC
74	6	NC(=O)C1(N2CCCCC2)CCN(C(=S)Nc2ccc(Cl)cc2)CC1
75	-16	Nc1nccc(SCc2ccc(Cl)cc2Cl)n1
76	-3	COc1ccc(NC2CCCN(C(=O)C3=NNC(=O)CC3)C2)cc1 (stereo not drawn)
77	-5	Cc1ccc(S(=O)(=O)N2CC=C(N)N2)cc1
78	-9	O=[N+]([O-])c1cc2c(cc1/C=N/Nc1nc(Nc3ccccc3)nc(N3CCCCC3)n1)OCO2
79	-12	O=C(C[C@H]1C[C@@H]2c3cc(NC(=O)Nc4ccccc4)ccc3O[C@@H]2[C@@H](CO)O1)NCC1CC1
80	4	COc1cc(/C=C(\CC(=O)O)c2nc3ccccc3s2)ccc1OCC(=O)Nc1ccccc1F
81	0	O=C(c1cnccn1)N1CCN(S(=O)(=O)c2cccc(Cl)c2)CC1
82	-12	O=C(NCCCN1CCOCC1)c1cn(-c2ccccc2)nc1-c1ccc(F)cc1
83	-1	N#Cc1cccc(C(Br)S(=O)(=O)c2ccccc2)c1 (stereo not drawn)
84	0	C[C@H](CO)N1C[C@H](C)[C@@H](CN(C)Cc2ccc(-c3ccccc3)cc2)OCc2cnnn2CCCC1=O
85	-15	CC(=O)OC1CCC2(C)C(CCC3C2CC(=NO)C2(C)C(C(C)OC(C)=O)CCC32)C1 (stereo not drawn)
86	2	CC(NC(=O)CN1c2cccc3cccc(c23)S1(=O)=O)c1ccccc1 (stereo not drawn)
87	0	CN[C@H]1C[C@H]2c3cc(-c4ccccc4)ccc3CCN2C(=O)[C@H]1[C@H](C)O
88	-4	O=C(O)c1ccc(C=NNC(=O)c2cccc3ccccc23)cc1
89	-3	Cc1ccc(S(=O)(=O)N2CCCCC2)cc1NC(=O)COC(=O)C1CC1
90	8	Cc1ccc(C(=O)N(CC(=O)NC2CCCC2)c2ccccc2F)s1
91	-4	O=C(O)C(c1ccccc1)C(O)C1CCCC1 (stereo not drawn)
92	-11	Cc1ccccc1SCC(=O)OCC(=O)NCc1ccccc1
93	0	Cc1cccc(NC(NC(=O)c2cccnc2)C(Cl)(Cl)Cl)c1 (stereo not drawn)
94	0	O=C(Nc1ccc2ccccc2c1)c1ccccc1Cl
95	6	CC(NC(=O)CNC(=O)c1cccs1)c1cccc(C(F)(F)F)c1 (stereo not drawn)
96	-2	Cc1ccc(NC(=O)CCC(=O)N/N=C/c2coc3ccc(F)cc3c2=O)cc1
97	3	COc1cccc(OCC(=O)NCCS(=O)(=O)N2CCN(c3ccccc3)CC2)c1
98	2	COc1cc(OC)cc(C(=O)NCC(=O)NCc2ccccn2)c1
99	-15	NS(=O)(=O)c1cc(C(=O)OCC(=O)Nc2ccc3c(c2)OCO3)ccc1Cl
100	8	COc1ccc2c(c1)CCCO[C@]21O[C@H](CCO)C[C@H](O)[C@H]1O
101	-3	COc1ccc(-n2c(SCC(=O)N(C)C3CCS(=O)(=O)C3)nc3ccc(O)cc3c2=O)cc1OC (stereo not drawn)
102	10	O=C1c2cccc(Cl)c2C(=O)c2c1cccc2N1CCCC1
103	-11	CC(=O)[C@]1(O)Cc2c(O)c3c(c(O)c2[C@@H](O[C@H]2C[C@H](N)[C@H](O)[C@H](C)O2)C1)C(=O)c1ccccc1C3=O
104	13	CCOC(=O)c1ccc(NC(=O)CN2CCCCC2)cc1
105	9	NC(=O)C1CCN(C(=O)c2ccc(Cl)c(S(=O)(=O)N3CCc4ccccc43)c2)CC1
106	3	Cc1cn([C@H]2C[C@H](O)[C@@H](CNS(=O)(=O)N3CCCC3)O2)c(=O)[nH]c1=O
107	-3	CC(=O)SC1CC(=O)C=C2CCC3C4CCC(=O)OC4(C)CCC3C21C (stereo not drawn)
108	-32	NC1=NC(=O)/C(=C/C=C/c2cccs2)S1
109	-17	COc1cc(OC)cc(C(=O)NCCCCc2ccccc2)c1
110	?	COc1cccc2c1C(=N)c1c(O)c3c(c(O)c1C2=O)CC(O)(C(C)=O)CC3OC1CC(N)C(O)C(C)O1 (stereo not drawn)
111	-26	OC(CSc1ccccc1)CN1CCN(c2cccc(Cl)c2)CC1 (stereo not drawn)
112	-3	CCOc1ccc(C=NNC(=O)c2ccc(-n3cnnn3)cc2)cc1

# Next part; it opens with the 3 that closed the last part.
entry	RXFP1 antag	SMILES
110	?	COc1cccc2c1C(=N)c1c(O)c3c(c(O)c1C2=O)CC(O)(C(C)=O)CC3OC1CC(N)C(O)C(C)O1 (stereo not drawn)
111	-26	OC(CSc1ccccc1)CN1CCN(c2cccc(Cl)c2)CC1 (stereo not drawn)
112	-3	CCOc1ccc(C=NNC(=O)c2ccc(-n3cnnn3)cc2)cc1
113	13	COc1ccc(CN(CCN(C)C)c2ncccn2)cc1
114	-7	COc1ccc(CCNC(=O)c2c(O)c3c([nH]c2=O)CCCC3)cc1OC
115	-15	COc1cccc(C(=O)OCC(=O)NCCC2=CCCCC2)c1
116	-19	CC1CN(C(=O)COC(=O)c2ccc3ncsc3c2)CC(C)O1 (stereo not drawn)
117	2	CN(CC(=O)N/N=C/c1ccc(F)cc1)S(=O)(=O)c1ccccc1
118	-6	O=C(/C=C/c1cccc(F)c1)Nc1cc(S(=O)(=O)N2CCOCC2)ccc1Cl
119	1	Cc1ccccc1-c1csc(N)n1
120	-7	Cc1cc(N2CCCCCC2)nc2ccc(F)cc12
121	-21	O=C(COc1ccccc1[N+](=O)[O-])NCC1COc2ccccc2O1 (stereo not drawn)
122	-2	Cc1ccc(CONC(=O)/N=C/N(C)C)cc1
123	-13	Cc1ccccc1NC(=O)NCc1ccccn1
124	-60*	C[C@@H](O[C@H]1OCCN(Cc2n[nH]c(=O)[nH]2)[C@H]1c1ccc(F)cc1)c1cc(C(F)(F)F)cc(C(F)(F)F)c1
125	-31	CCCCC(CC)COC(=O)/C=C/c1ccc(OC)cc1 (stereo not drawn)
